Bioassay records: PubChem BioAssay, National Center for Advancing Translational Sciences (NCATS)
USP1 inh: inhibitors of human USP1/UAF1 deubiquitinase | O94782 | AID 743255 | recombinant USP1/UAF1, Ub-Rhodamine cleavage fluorescence | hit rate 0.23% among 390,000 | Potency, µM (series often up to 57.1 µM), for inactives: top-dose activity change, negative = inhibition, actives largely listed as inhibitors; also: potency is read from the fitted curve at half-maximal effect; % is scaled to controls: 0 for no effect and ±100 for the full control effect; nearly all actives have a fitted effect of over 60% in size; inactives centre near -12
Target sequence (O94782 whole entry, looked up): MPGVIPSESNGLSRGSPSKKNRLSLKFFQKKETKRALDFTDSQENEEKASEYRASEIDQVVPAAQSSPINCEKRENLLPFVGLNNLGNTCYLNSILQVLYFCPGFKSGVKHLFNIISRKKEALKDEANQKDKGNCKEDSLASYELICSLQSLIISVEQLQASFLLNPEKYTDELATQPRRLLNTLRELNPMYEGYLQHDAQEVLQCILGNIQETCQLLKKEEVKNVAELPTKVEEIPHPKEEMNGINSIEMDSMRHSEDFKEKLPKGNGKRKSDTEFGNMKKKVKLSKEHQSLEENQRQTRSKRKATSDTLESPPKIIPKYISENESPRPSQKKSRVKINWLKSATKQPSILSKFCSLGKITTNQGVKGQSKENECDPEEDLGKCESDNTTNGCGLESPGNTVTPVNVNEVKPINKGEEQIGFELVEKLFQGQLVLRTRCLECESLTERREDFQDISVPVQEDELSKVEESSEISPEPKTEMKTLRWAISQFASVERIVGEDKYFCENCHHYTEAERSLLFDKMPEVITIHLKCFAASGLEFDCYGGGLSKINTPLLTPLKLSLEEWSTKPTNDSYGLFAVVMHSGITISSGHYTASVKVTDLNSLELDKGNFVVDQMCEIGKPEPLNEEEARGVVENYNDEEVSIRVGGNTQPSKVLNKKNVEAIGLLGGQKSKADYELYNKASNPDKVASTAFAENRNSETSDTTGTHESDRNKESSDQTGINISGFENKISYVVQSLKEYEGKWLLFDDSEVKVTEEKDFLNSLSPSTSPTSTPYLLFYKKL
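USP1/UAF1 complex (1 nM) preincubated 15 min at room temperature with compound, then Ub-Rho substrate (150 nM final) added. Kinetic fluorescence at 480/540 nm over 6 reads at 60 s intervals; 50 mM HEPES pH 7.8, 0.5 mM EDTA, 0.1 mg/ml BSA, 1 mM TCEP, 0.01% Tween-20.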
TrxR1 substrate: is turned over as a substrate by rat TrxR1 | purified TrxR1 substrate turnover, NADPH consumption readout | Potency, µM (highest dose often 114 µM), for inactives: at the top dose activity change, negative = substrate turnover | hit rate 0.01% among 390,000; also: potency is read from the fitted curve at half-maximal effect; % is scaled to controls: 0 for no effect and ±100 for the full control effect; nearly all actives have a fitted effect of over 50% in size
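Rat TrxR1, dispensed at 90 nM, was prereduced with 400 uM NADPH (final) for 5 min at ~22 deg C, then incubated with compound 15 min before 400 uM selenite. A first-read NADPH fluorescence drop versus no-compound background flagged substrates.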
TRHR agonist: agonists of human TRH receptor; activation, % at 2 µM; P34981; hit rate 0.18% among 360,000; TRHR cells, calcium flux fluo-8, FDSS agonist mode; in the data active = activation above about 30%; also: 0% is about no effect
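Read-out: compound-evoked intracellular calcium rise in TRHR cells, fluo-8 dye, kinetic FDSS fluorescence at 1 s/cycle following a 10-cycle baseline. Cells cultured overnight before dye loading (30 min–1.5 h, RT).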
D2 antag: antagonizes the human D2 dopamine receptor; inhibition, % at 10 µM; HEK293 TREx D2 cells, calcium flux, dopamine EC80; AID 485344; P14416; hit rate 2% among 340,000; in the data active = inhibition above about 30%; also: 0% is about no effect
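Calcium mobilization kinetics were recorded at 1 s intervals in tetracycline-induced HEK293 T-REx D2 cells, first for 180 s after compound addition and then 180 s after EC80 dopamine.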
TRHR enhancer: allosteric enhancers of human TRH receptor; P34981; TRHR cells, fluo-8 calcium fluorescence, EC20 TRH enhancement; enhancement, % at 2 µM; hit rate 0.66% among 360,000; AID 493056; in the data active = enhancement above about 30%; also: 0% is about no effect
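TRHR-expressing cells loaded with fluo-8 calcium dye were read kinetically (ex 480/em 530) during compound addition, then stimulated with an EC20 of TRH (10 nM final). Enhancement of the Gq-mediated intracellular calcium response was scored.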
rTrxR1 inhibitor: rat TrxR1 inhibition; recombinant rTrxR1, NADPH fluorescence consumption, selenite substrate; hit rate 1% among 390,000; AID 588453; Potency, µM (top dose mostly 114 µM), inactives show at the highest dose activity change, negative = inhibition, usual class: inhibitors; also: potency is read from the fitted curve at half-maximal effect; % is scaled to controls: 0 for no effect and ±100 for the full control effect; nearly all actives have a fitted effect of over 65% in size
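Rat TrxR1 (90 nM in the dispensed reagent) was pre-reduced with 400 uM NADPH for 5 min at room temperature, then incubated with compound for 15 min. After 400 uM selenite was added, NADPH fluorescence (Ex 340/Em 450 nm) was followed for 8 min.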
D2 ag: agonists of human D2 dopamine receptor; HEK293 T-REx D2 cells, calcium flux agonist mode; P14416; activation, % at 2 µM; hit rate 0.53% among 340,000;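 active = activation over 3 SD above normal in the single-dose calcium agonist read, cut at about 30% in these data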; also: 0% is about no effect
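In this primary screen, compounds producing a positive calcium signal within 180 s of addition to tetracycline-induced, force-coupled HEK293 Trex D2 cells are flagged; cells are dye-loaded with a no-wash calcium kit beforehand.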
IDH1 R132H inh: blocks human mutant IDH1 R132H enzyme; IDH1-R132H enzyme, NADPH consumption, diaphorase/resazurin fluorescence; hit rate 0.093% among 390,000; O75874; AID 602179; Potency, µM (top dose mostly 76.6 µM), for inactives: top-dose activity change, negative = inhibition, most hits filed as inhibitors; also: potency is read from the fitted curve at half-maximal effect; % is scaled to controls: 0 for no effect and ±100 for the full control effect; nearly all actives have a fitted effect of over 65% in size
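IDH1-R132H (0.5 ug/mL dispensed) in pH 7.5 Tris buffer was preincubated 30 min with compound, then given a substrate mix of 0.016 mM NADPH and 2 mM alpha-KG for 80 min at room temperature; remaining NADPH was read by diaphorase/resazurin fluorescence.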
Pin1 inhibitor: human Pin1 inhibition; Q13526; Pin1 FP peptide displacement, HiFluor488, 10 min; Potency, µM (titrated, usually from 115 µM), inactives show at the highest dose activity, negative = inhibition, usual class: inhibitors; hit rate 0.009% among 390,000; AID 504891; active = well fitted inhibition curve with a large enough effect in the polarisation, with a control signal flat, not every such curve was filed as active; inconclusive = small, poorly fitted or top-dose-only effect, or effect the other way, or a change in a side signal; inactive = no such curve, though single readings can be large or run the other way; the % refers to the polarisation; also: potency is read from the fitted curve at half-maximal effect; % is scaled to controls: 0 for no effect and ±100 for the full control effect
Target sequence (Q13526 whole entry, looked up): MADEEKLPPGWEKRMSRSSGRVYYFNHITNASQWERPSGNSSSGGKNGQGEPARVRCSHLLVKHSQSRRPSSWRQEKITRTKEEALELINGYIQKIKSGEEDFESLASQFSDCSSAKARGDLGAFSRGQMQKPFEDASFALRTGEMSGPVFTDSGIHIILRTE
Active calls of the source: *; ? = inconclusive; / = no result given; [ ] = dose if it differs, or a comment. Unless noted, calls follow the shape of the dose curve; as a rule, active = well fitted inhibition curve with a large enough effect; inconclusive = small, poorly fitted or top-dose-only effect; inactive = no such curve, though single readings can be large or run the other way. A portion of the library; the hit share may differ from the screen's.

SMILES,rTrxR1 inhibitor,TRHR agonist,D2 antag,USP1 inh,IDH1 R132H inh,TRHR enhancer,D2 ag,TrxR1 substrate,Pin1 inhibitor
COc1cccc(-n2c(SCC(=O)NCC3CCCO3)nc3c([nH]c4ccccc43)c2=O)c1 (stereo not given),-23.1%,-0.1,-5.3,-8.3%,5.1%,-3.5,0.6,-3.8%,-1.6%
Cc1ccc(C(C(=O)NC(C)(C)C)N(CC2CCCO2)C(=O)c2csnn2)cc1 (stereo not given),20.1%,-0.2,-5.7,-13.5%,-3.0%,3.1,0.4,1.2%,6.1%
CCCN(CCC)CC(=O)NCC1(c2ccccc2)CCOCC1,-9.3%,0.4,4.9,-2.1%,2.7%,-4.1,0.1,-5.0%,5.8%
COc1ccc(OC)c(-n2nnnc2SCC(=O)Nc2ccc3c(c2)OCCO3)c1,39.0%[activator],-1.8,-2.9,6.1%,-2.9%,-0.5,1.2,12.8%,5.3%
NC(=O)CCn1c2ccccc2c2ccccc21,21.1%[57.1 µM],-0.3,-2.1,-2.5%,2.8%,4.7,-0.6,-1.2%,-7.2%
O=C(NCc1ccccc1)c1ncn(Cc2ccccc2)c1C(=O)NCc1ccccc1,24.1%,2.1,-10.4,?,-10.4%,-3.2,1.0,6.7%,-4.3%
CCN(CC)C(NC(=O)c1ccccc1)C(=O)c1ccccc1 (stereo not given),8.9%[57.1 µM],1.0,-22.9,-30.1%,2.2%,1.0,0.0,11.6%[57.1 µM],25.0%
O=C(COC(=O)Cn1nnc(-c2ccccc2)n1)Nc1ccccc1Br,14.8%,/,/,-10.1%,1.5%,/,/,3.2%,-0.5%
CCOC(=O)C1=NNC2(c3ccccc3)C(=O)N(c3cccc(Br)c3)C(=O)C12 (stereo not given),4.7%,-0.3,13.5,-13.5%,3.4%,-0.9,-1.4,-6.1%,2.4%
Cc1cccc(N2CCN(C(=O)c3cn(C)c4ccc(S(=O)(=O)N(C)C)cc4c3=O)CC2C)c1 (stereo not given),7.8%,0.7,/,-27.0%,9.7%,-3.0,-0.4,-4.4%,1.1%

Whole records, looked up by structure. Screens in order: rTrxR1 inhibitor | TRHR agonist | D2 antag | USP1 inh | IDH1 R132H inh | TRHR enhancer | D2 ag | TrxR1 substrate | Pin1 inhibitor
CCCN(CCC)CC(=O)NCC1(c2ccccc2)CCOCC1 as listed: -9.3% | 0.4 | 4.9 | -2.1% | 2.7% | -4.1 | 0.1 | -5.0% | 5.8%
Cc1ccc(C(C(=O)NC(C)(C)C)N(CC2CCCO2)C(=O)c2csnn2)cc1 (stereo not given) as listed: 20.1% | -0.2 | -5.7 | -13.5% | -3.0% | 3.1 | 0.4 | 1.2% | 6.1%
O=C(COC(=O)Cn1nnc(-c2ccccc2)n1)Nc1ccccc1Br as listed: 14.8% | / | / | -10.1% | 1.5% | / | / | 3.2% | -0.5%
COc1ccc(OC)c(-n2nnnc2SCC(=O)Nc2ccc3c(c2)OCCO3)c1 as listed: 39.0%[activator] | -1.8 | -2.9 | 6.1% | -2.9% | -0.5 | 1.2 | 12.8% | 5.3%

Continuation.
SMILES,rTrxR1 inhibitor,TRHR agonist,D2 antag,USP1 inh,IDH1 R132H inh,TRHR enhancer,D2 ag,TrxR1 substrate,Pin1 inhibitor
CCCc1nnc(NC(=O)CCC(=O)N2CCCCCC2)s1,-2.0%,-2.6,-15.1,-4.7%,4.4%,2.0,-0.8,-3.2%,-0.2%
CCn1c(SCC(=O)NNC(=O)c2ccc(OC)cc2)nnc1C(C)C,23.6%[57.1 µM],0.3,-19.3,-14.9%,3.5%,3.5,2.9,-12.9%[57.1 µM],4.4%
CCCSc1nc(C)c(CC(=O)O)c(=O)[nH]1,16.2%,0.2,-7.2,-12.5%,-10.4%,0.5,-0.1,7.5%,-1.2%
NC1=C(Br)C(=O)c2ncccc2C1=O,-20.2%[11.4 µM],/,/,4.47µM*,14.9%,/,/,6.4%[11.4 µM],-1.9%
COc1ccc(-c2ccc(-c3noc(-c4ccccc4OC)n3)c(OC)n2)cc1,-26.2%[57.1 µM],1.9,-17.6,?,-2.8%,0.5,1.3,40.7%[activator][57.1 µM],?
CN=c1c([N+](=O)[O-])nn(-c2ccc3c(c2)OCCO3)n1O,8.7%,0.0,2.0,-8.7%,14.4%,-0.8,-1.1,-2.0%,1.1%
CCOC(=O)N1CCN(C(=O)c2ccccc2NC(=O)c2ccccc2Cl)CC1,-8.2%,0.6,9.8,-8.2%,3.4%,-1.4,0.8,-4.7%,-3.5%
O=C(O)c1ccccc1S(=O)(=O)c1ccccc1CO,21.2%[57.1 µM],-1.0,1.9,-15.4%,-3.2%,1.3,0.1,-0.5%[57.1 µM],-2.0%
CN(CC(=O)Nc1ccccc1Br)C(=O)CCC1CCCC1,30.7%,1.6,0.1,-8.6%,2.0%,3.3,-1.2,9.2%,-9.8%
COc1ccc(CCNC(=O)C2CCN(S(=O)(=O)c3cnc[nH]3)CC2)cc1OC,2.6%,0.7,25.4,-16.2%,1.2%,-2.7,-0.8,-1.1%,-5.8%
CC(C)CNC(=O)NC(=O)COC(=O)c1cccc(NS(=O)(=O)c2ccc(F)c(F)c2)c1,8.9%,0.2,2.3,-14.5%,1.6%,23.3,0.6,-3.2%,0.9%
CC(C)=CC(=O)Nc1ccc2c(c1)OCO2,17.3%,-0.3,-37.0,-9.7%,7.1%,6.9,0.2,6.5%,-1.6%
CCn1c(SCC(=O)Nc2nc(C)cs2)nnc1-c1cccnc1,16.1%,0.2,2.3,-3.2%,12.3%,1.5,-0.5,7.0%,0.1%
COc1ccc(N2C(=O)[C@H]3CCC=C[C@H]3[C@@H]2c2ccccc2Br)cc1,-35.5%,/,/,-11.6%,0.9%[38.3 µM],/,/,-4.5%,-0.5%
Cc1ccc(C)c(NC(=O)C(OC(=O)c2cc[n+]([O-])cc2)c2ccccc2)c1 (stereo not given),11.7%,-0.1,10.8,-6.8%,1.9%,-5.6,0.3,0.5%,3.2%
CCOC(=O)c1ccc(NC(=O)CN2CCc3ccccc3C2)cc1,14.0%,0.1,-0.7,-13.8%,4.1%,-10.3,0.7,-3.4%,-0.3%
COc1cc(C(=O)O)nc2ccccc12,4.9%,1.1,10.4,5.2%,6.2%,-6.8,-0.6,2.2%,2.3%
COc1ccc(C(C(=O)NC(C)(C)C)N(C(=O)Cn2nnc3ccccc32)c2cccc(C(C)=O)c2)cc1O (stereo not given),9.1%,-0.2,0.0,-15.1%,5.8%,0.7,-0.1,2.1%,-1.3%
COc1ccc(-c2c(C#Cc3ccsc3)c3cc(-c4ccc5c(c4)OCO5)ccc3n2C)cc1,49.7%[activator],0.3,4.5,?,5.4%,4.7,0.5,34.5%[activator][57.1 µM],25.3%
COc1ccc(S(=O)(=O)N2CCCC(C(=O)NCc3ccccn3)C2)cc1Cl (stereo not given),12.6%,-0.8,-27.3,-10.3%,8.1%,4.0,-0.1,4.1%,-7.3%
CC(Cc1c[nH]c2ccccc12)NC(N)=O (stereo not given),24.2%[57.1 µM],0.5,3.6,-17.5%,8.5%,-1.0,0.7,-12.1%[57.1 µM],2.4%
COc1ccccc1/C=C/C(=O)NCC(=O)N1CCC(N(C)C2CCCC2)CC1,?,-0.4,0.3,-23.4%,1.7%,10.3,-0.8,10.7%,1.9%
COc1ccc(OC)c(NC(=O)CN(c2ccc(C)cc2)S(=O)(=O)c2c(C)n[nH]c2C)c1,12.5%,-0.6,-7.3,-24.5%,2.2%,1.7,-1.2,-5.3%,4.2%
Cc1cc(C)nc(SCC(=O)c2ccc(F)cc2F)n1,28.4%,-2.8,-9.6,-23.6%,-3.1%,-7.6,-4.8,5.7%,-2.8%
Cc1nn(C)cc1CNC(=O)c1cccc(Cl)c1,9.4%,0.5,2.0,-12.5%,3.2%,3.1,0.0,8.1%,-6.6%
Cc1cccc(N(CC(=O)NC2CCCC2)C(=O)c2csnn2)c1C,-34.2%,0.5,19.4,-10.0%,-6.5%,-3.7,0.4,?,?
Cc1ccc(CN2c3ccccc3S(=O)(=O)c3ccccc32)cc1,28.2%[57.1 µM],-0.8,/,-13.0%,-18.3%,2.8,-1.4,4.6%[57.1 µM],30.4%[activator]
Nc1cc(C(=O)O)ccc1Nc1ccc(F)c(F)c1,15.7%[57.1 µM],-0.3,-2.5,-19.1%,1.7%,-0.1,0.5,-3.8%[57.1 µM],?
Cc1ccc(NC(=O)Cc2nc(CSc3nnc(-c4ccc5c(c4)OCO5)o3)cs2)cc1,-4.5%,0.5,-7.8,2.1%,7.2%,0.0,1.3,-3.4%,25.8%
CCOc1ccc(C(=O)Nc2ccc3c(c2)OCCO3)cc1OC,2.2%,-0.7,2.8,-4.6%,3.0%,3.7,0.0,1.5%,2.0%
Cc1cc(NCc2ccccc2)n2ncnc2n1,33.4%,-0.8,15.6,-3.5%,3.5%,-0.7,-0.2,4.9%,-4.1%
CC(=O)c1cccc(NC(=O)Cn2c(=O)oc3cc(S(=O)(=O)NCc4ccccc4)ccc32)c1,6.9%[57.1 µM],0.4,/,-7.0%,0.0%,-4.6,-1.1,4.5%[57.1 µM],10.8%
Cc1cc(C)cc(NC(=O)CCc2c(C)nn(-c3ccc(N4CCCCC4)nn3)c2C)c1,29.4%,-2.4,-5.6,-15.3%,-5.1%,14.4,-1.0,-2.3%,?
Cc1cc(OCC(=O)N(Cc2ccc(N(C)C)cc2)C2CCS(=O)(=O)C2)cc(C)c1Cl (stereo not given),0.1%,-0.6,/,-20.1%,22.7%,5.0,-0.5,-2.8%,7.1%
